# Screening results as filed in PubChem.
# yeast mec2-1 = NCI yeast anticancer drug screen, S. cerevisiae mec2-1 strain | growth inhibition, % at 50 µM | hit rate 9% among 79,000;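 also: 0% = growth of vehicle-only cultures of the same strain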
#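 Test agents were screened against the mec2-1 yeast strain, with defined DNA repair or cell cycle alteration. Growth was scored as inhibition against vehicle-only controls.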
# yeast rad50 = NCI yeast anticancer drug screen, S. cerevisiae rad50 strain; growth inhibition, % at 50 µM; AID 155; hit rate 10% among 79,000;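 also: 0% = growth of vehicle-only cultures of the same strain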
#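 Relative growth inhibition (compound vs vehicle) was measured in yeast with a defined repair-gene alteration.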
# bub3 = NCI yeast anticancer drug screen, S. cerevisiae bub3 mutant strain; hit rate 9.9% among 78,000; AID 167; growth inhibition, % at 50 µM;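 also: 0% = growth of vehicle-only cultures of the same strain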
#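 Screening used yeast with an engineered genetic alteration affecting cell cycle control. Compound-exposed cultures were compared with vehicle cultures, and reduced growth was taken as inhibition.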
# sgs1 mgt1 = NCI yeast anticancer drug screen, S. cerevisiae sgs1 mgt1 strain. % growth inhibition at 50 µM. hit rate 10% among 78,000. AID 161;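 also: 0% = growth of vehicle-only cultures of the same strain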
#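 Genetically altered yeast, compound exposure, growth inhibition relative to vehicle.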
# mlh1 rad18 = NCI yeast anticancer drug screen, S. cerevisiae mlh1 rad18 strain; % growth inhibition at 50 µM; hit rate 11% among 79,000;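 also: 0% = growth of vehicle-only cultures of the same strain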
#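 In this whole-cell yeast screen, a strain with altered DNA damage repair is challenged with compound, and its growth is measured against matched vehicle-treated controls.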
# cln2 rad14 = NCI yeast anticancer drug screen, S. cerevisiae cln2 rad14 strain; % growth inhibition at 50 µM; hit rate 8.3% among 78,000;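 also: 0% = growth of vehicle-only cultures of the same strain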
#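 Yeast strain cln2 rad14, bearing defects in cell cycle control and DNA repair, serves as the test system; values reflect growth inhibition compared with vehicle.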
# An asterisk follows results filed as active; · = not tested or not shown; & = joins results of further samples. Rule as the data show it: active = growth inhibition above about 70%; inactive = the rest.
1	CC(=O)c1c(C)oc(C)c1-c1ccc2c(c1)OCO2
2	Cn1c(=O)c2[nH]c(=S)n(CC3CCCCC3)c2n(C)c1=O
3	O=C(O)/C(=C/c1cccc(Cl)c1)c1ccc(Cl)cc1
4	Cc1ccc(NC(=O)CCC(=O)O)cc1Cl
5	COc1ccc(C(=O)/C=C/c2ccc(OCC#N)cc2)cc1
6	c1ccc(Sc2nc(Sc3ccccc3)nc(Sc3ccccc3)n2)cc1

Compound	1	2	3	4	5	6
yeast mec2-1	0	-4	-11	-16	-66	-16
cln2 rad14	14	-29	-52	-27	-25	18
mlh1 rad18	14	17	-1	-16	-34	-32
sgs1 mgt1	-15	-8	1	-4	-40	-15
bub3	22	0	2	-11	-13	-20
yeast rad50	11	-2	1	-20	-43	-24

7	C=C=C(CC1CCCCC1=O)S(=O)(=O)c1ccccc1 (stereo not drawn)
8	Nc1ccc(O)c2c1C(=O)c1ccccc1C2O (stereo not drawn)
9	CC(C)c1cccc(C(C)C)c1NC(=O)OC1CCCCC1
10	CC(=O)Nc1cccc(Oc2ccc([N+](=O)[O-])cc2)c1
11	COc1ccc2c(c1N)CC[C@@H]1C2CC[C@]2(C)C(O)CCC12 (stereo partly drawn)
12	CC[O-].CC[O-].O=C([CH-]C(=O)c1ccccc1)CCCCCCC(=O)[CH-]C(=O)c1ccccc1.[Ti+4]

Compound	7	8	9	10	11	12
yeast mec2-1	21	79*	-23	10	-19	-14
cln2 rad14	2	55	20	24	-13	-5
mlh1 rad18	16	94*	-3	20	3	-18
sgs1 mgt1	6	84*	8	36	27	-33
bub3	-5	82*	-2	11	-5	5
yeast rad50	9	95*	-12	15	16	-40

13	CC1OC1C(=O)C1(O)C(C)C(O)C23OC2(C(O)c2c(O)cccc2C3=O)C1O (stereo not drawn)
14	Cc1cc(C)cc(C(C)C)c1
15	COc1ccc(/C=N\NC(=O)OC(C)(C)C)c(OC)c1OC
16	O=C(O)C1C2C=CC(O2)C1C(=O)NCc1ccccn1 (stereo not drawn)
17	Cc1cc(C)cc(C(=O)NCc2ccc[n+]([O-])c2)c1
18	O=C(N/C(=C\c1nc2ccccc2s1)c1ccccc1O)c1ccccc1

Compound	13	14	15	16	17	18
yeast mec2-1	-22	-4	-33	-26	-6	12
cln2 rad14	-1	6	·	-23	-12	17
mlh1 rad18	10	-7	-24	10	18	32
sgs1 mgt1	9	-23	·	-7	-6	38
bub3	-1	-12	·	-37	0	32
yeast rad50	7	-15	-24	-4	-10	30

# A draw from above in order of molar mass, highest first.
12	CC[O-].CC[O-].O=C([CH-]C(=O)c1ccccc1)CCCCCCC(=O)[CH-]C(=O)c1ccccc1.[Ti+4]
6	c1ccc(Sc2nc(Sc3ccccc3)nc(Sc3ccccc3)n2)cc1
13	CC1OC1C(=O)C1(O)C(C)C(O)C23OC2(C(O)c2c(O)cccc2C3=O)C1O (stereo not drawn)
18	O=C(N/C(=C\c1nc2ccccc2s1)c1ccccc1O)c1ccccc1
15	COc1ccc(/C=N\NC(=O)OC(C)(C)C)c(OC)c1OC
2	Cn1c(=O)c2[nH]c(=S)n(CC3CCCCC3)c2n(C)c1=O
9	CC(C)c1cccc(C(C)C)c1NC(=O)OC1CCCCC1
11	COc1ccc2c(c1N)CC[C@@H]1C2CC[C@]2(C)C(O)CCC12 (stereo partly drawn)

Compound	12	6	13	18	15	2	9	11
yeast mec2-1	-14	-16	-22	12	-33	-4	-23	-19
cln2 rad14	-5	18	-1	17	·	-29	20	-13
mlh1 rad18	-18	-32	10	32	-24	17	-3	3
sgs1 mgt1	-33	-15	9	38	·	-8	8	27
bub3	5	-20	-1	32	·	0	-2	-5
yeast rad50	-40	-24	7	30	-24	-2	-12	16

3	O=C(O)/C(=C/c1cccc(Cl)c1)c1ccc(Cl)cc1
7	C=C=C(CC1CCCCC1=O)S(=O)(=O)c1ccccc1 (stereo not drawn)
10	CC(=O)Nc1cccc(Oc2ccc([N+](=O)[O-])cc2)c1
1	CC(=O)c1c(C)oc(C)c1-c1ccc2c(c1)OCO2
17	Cc1cc(C)cc(C(=O)NCc2ccc[n+]([O-])c2)c1
4	Cc1ccc(NC(=O)CCC(=O)O)cc1Cl
8	Nc1ccc(O)c2c1C(=O)c1ccccc1C2O (stereo not drawn)
14	Cc1cc(C)cc(C(C)C)c1

Compound	3	7	10	1	17	4	8	14
yeast mec2-1	-11	21	10	0	-6	-16	79*	-4
cln2 rad14	-52	2	24	14	-12	-27	55	6
mlh1 rad18	-1	16	20	14	18	-16	94*	-7
sgs1 mgt1	1	6	36	-15	-6	-4	84*	-23
bub3	2	-5	11	22	0	-11	82*	-12
yeast rad50	1	9	15	11	-10	-20	95*	-15

# The list continues.
19	COC(=O)c1ccc(OC(=O)Nc2cc(Cl)ccc2C)cc1
20	CC(CC[C@@]1(C)C(=O)CCC2O[C@]21C)[C@H]1C[C@@H](c2ccoc2)OC1=O (stereo partly drawn)
21	C/C(C[n+]1ccccc1)=N\Nc1ccc([N+](=O)[O-])cc1[N+](=O)[O-]
22	O=C(O/N=C1/CCC/C1=C\c1ccccc1)c1ccccc1
23	O=C1NC(=O)C2C1C1C=C3c4ccccc4N(c4ccccc4)C32[C@H]2C(=O)NC(=O)[C@@H]12 (stereo partly drawn)
24	N#C/C(=C\C(Cl)=C/c1ccccc1)C(N)=S

Compound	19	20	21	22	23	24
yeast mec2-1	18	-32	0	98*	-13	40
cln2 rad14	-4	-16	-32	97*	25	98*
mlh1 rad18	15	-71	13	98*	-5	40
sgs1 mgt1	22	-5	-5	99*	7	43
bub3	12	-5	9	96*	17	99*
yeast rad50	10	9	-18	96*	-3	50

25	NS(=O)(=O)c1ccc(Nc2c3ccccc3nc3c(C(=O)NC(CO)(CO)CO)cccc23)cc1
26	O=C1c2ccccc2-c2nc3cc4ccccc4cc3nc21
27	CCN(N=Nc1ccc(C)cc1)N=Nc1ccc(C)cc1
28	O=C(c1cccnc1)N(Cc1ccccc1)C(=O)c1cccnc1
29	CCCCCCCCCCCCCCCc1ncc(C)[nH]1
30	C=C1C(=O)C23C(O)C1CC[C@H]2C12CCCC(C)(COC(C)=O)[C@H]1[C@H](O)[C@]3(O)OC2 (stereo partly drawn)

Compound	25	26	27	28	29	30
yeast mec2-1	-1	16	-17	2	99*	92*
cln2 rad14	46	6	·	34	97*	89*
mlh1 rad18	16	74*	3	32	99*	89*
sgs1 mgt1	15	22	·	35	99*	92*
bub3	13	11	·	16	100*	90*
yeast rad50	19	20	13	27	99*	90*

31	NC(=S)N/N=C1/C(=O)N(c2ccc(Cl)cc2Cl)C(=O)C1C(=O)Nc1ccc(Cl)cc1Cl (stereo not drawn)
32	CCCCCCCC(=O)Nc1cccc(O)c1
33	COC(=O)c1[nH]c(CC(=O)O)c(C(=O)O)c1C
34	CC/C(C)=C\CC/C(C)=C/COc1cccc(OC)c1
35	Cc1cc(=S)cc(C)[nH]1
36	COCCOC(=O)c1ccccc1O

Compound	31	32	33	34	35	36
yeast mec2-1	-4	-7	-6	8	6	14
cln2 rad14	-54	-35	-18	16	2	3
mlh1 rad18	-7	-6	22	9	33	-1
sgs1 mgt1	10	-12	14	2	11	14
bub3	-11	-6	3	18	0	-13
yeast rad50	5	5	-3	9	17	5

37	NC(=S)c1cccc(OCCc2ccccc2)c1
38	Cc1ccc(NC(=O)c2ccc(Cl)cc2Cl)cc1
39	FC(F)(F)c1cccc(NC(=S)Nc2ccccc2S)c1
40	CN(C)CCNC(=O)Cn1cc([N+](=O)[O-])c(=O)c2ccccc21
41	O=C1Nc2c(cccc2-c2ccccc2)C(=O)C1(O)c1ccccc1 (stereo not drawn)
42	CN(C)/C=C\c1c([N+](=O)[O-])ncn1C

Compound	37	38	39	40	41	42
yeast mec2-1	99*	16	20	-13	-1	21
cln2 rad14	96*	-45	26	19	-10	4
mlh1 rad18	99*	6	17	-31	-4	12
sgs1 mgt1	99*	10	27	-9	-1	22
bub3	99*	2	10	-7	-3	22
yeast rad50	98*	5	24	-13	0	5

43	CCCCCCCCC1CCC(=O)O1 (stereo not drawn)
44	CCOC(=O)CNC(=O)C(CC(C)C)NC(=O)OCc1ccccc1 (stereo not drawn)
45	CN1C=CCC(C=O)C1 (stereo not drawn)
46	CC(Nc1cccc(Cl)c1)S(=O)(=O)O (stereo not drawn)
47	O=C(NC(=S)Nc1ccc(Cl)cc1C(=O)c1ccccc1)c1ccc(Cl)cc1Cl
48	NC(N)=NC1C(O)C(O)C(O)C(N=C(N)N)C1O (stereo not drawn)

Compound	43	44	45	46	47	48
yeast mec2-1	2	8	-4	6	7	22
cln2 rad14	7	5	-4	26	74*	18
mlh1 rad18	9	-11	-7	0	-1	3
sgs1 mgt1	17	29	0	-8	-8	-36
bub3	7	3	2	2	-3	-19
yeast rad50	20	7	-14	8	-32	-9

49	CC(C)N(CCSC(=O)N1c2ccccc2Sc2cccnc21)C(C)C
50	COC(=O)[C@H]1[C@H]2C[C@@H]3c4[nH]c5cc(OC)ccc5c4CCN3C[C@H]2C[C@@H](OC(=O)/C=C/c2cc(OC)c(OC)c(OC)c2)[C@@H]1OC
51	CC(=O)NNc1nc(C)c(C(/C=C/c2ccccc2O)=N/N=C(N)N)s1
52	CCOC(=O)N/N=C(\CC)NO
53	CCOC(=O)C(NC(=O)Cc1ccccc1)C1NC(C(=O)O)CS1 (stereo not drawn)
54	NC(=O)CNC(=O)[C@@H]1CC(OCCC(=O)O)CN1C(=O)C1CCCN1C(=O)OCc1ccccc1 (stereo partly drawn)

Compound	49	50	51	52	53	54
yeast mec2-1	1	4	-19	1	2	-1
cln2 rad14	-12	10	-7	-7	-15	6
mlh1 rad18	2	35	-33	6	-14	7
sgs1 mgt1	-19	10	-21	-8	3	2
bub3	1	8	-11	13	-1	1
yeast rad50	-2	19	-19	2	20	0

55	C=CCOc1ccccc1N/N=C(\Cl)C(=O)OCC
56	NNC(=S)N/N=C(/C(=O)Nc1cc(Cl)ccc1Cl)C1C(=O)Nc2ccccc2S1=O (stereo not drawn)
57	CCOc1cccc(NNc2ccccc2OCC)c1
58	O=C(/C=C/c1ccccc1Cl)c1ccc(Cl)c(Cl)c1
59	CSc1ccc(NC(=O)Nc2ccc(Cl)cc2C(=O)c2ccccc2)cc1
60	CCCCCCCCSCCCC(=O)O

Compound	55	56	57	58	59	60
yeast mec2-1	6	-33	1	0	98*	-23
cln2 rad14	0	-29	1	12	98*	-11
mlh1 rad18	44	0	-2	29	98*	-29
sgs1 mgt1	51	-5	20	2	94*	-11
bub3	49	-7	1	15	89*	-28
yeast rad50	8	-22	6	29	96*	-17

61	CC(C)(C)c1cc(CCC(=O)Nc2ccccc2[N+](=O)[O-])cc(NC#N)n1
62	CCOC(=O)/C=C(/C)N
63	CC1CC(NC(=S)N(C)C)CC(C)(C)C1 (stereo not drawn)
64	CC(C)(N)P(=O)(O)O
65	Cc1ccc(S(=O)(=O)NS(=O)(=O)c2ccc(C)cc2)cc1
66	O=C(O)/C=C/c1ccc2c(c1)CC1(Cc3ccccc3C1)C2

Compound	61	62	63	64	65	66
yeast mec2-1	19	-7	4	-16	1	66
cln2 rad14	48	8	-11	-1	-34	83*
mlh1 rad18	18	-1	4	-13	4	80*
sgs1 mgt1	19	-14	19	-7	-1	73*
bub3	8	2	48	11	1	78*
yeast rad50	20	-19	7	-2	1	46

67	C/C(=N/S(=O)(=O)c1ccc(C)c(C)c1)OC(C)C
68	CSc1ncnc2c1ncn2C1OC(CO)C(O)C1O (stereo not drawn)
69	Cc1ccc(S(=O)(=O)OC2CCN(C)CC2)cc1
70	CC1CCC(CCBr)CC1 (stereo not drawn)
71	CC(=O)CC(SCCSCCSC(CC(C)=O)c1ccccc1)c1ccccc1 (stereo not drawn)
72	CCCCCC(O)C(C)C (stereo not drawn)

Compound	67	68	69	70	71	72
yeast mec2-1	7	18&15	7	-10	-4	-3
cln2 rad14	-55	-39&39	10	-3	17	-37
mlh1 rad18	-1	2&-10	30	2	15	7
sgs1 mgt1	8	-2&3	16	5	5	-9
bub3	13	13&0	43	1	4	16
yeast rad50	3	3&9	37	6	7	2

# Pulled one by one from the entries so far, two records:
71	CC(=O)CC(SCCSCCSC(CC(C)=O)c1ccccc1)c1ccccc1 (stereo not drawn)
70	CC1CCC(CCBr)CC1 (stereo not drawn)

Compound	71	70
yeast mec2-1	-4	-10
cln2 rad14	17	-3
mlh1 rad18	15	2
sgs1 mgt1	5	5
bub3	4	1
yeast rad50	7	6

# New compounds follow:
73	CCCCCCCCCCCC(=O)Nc1ccccc1
74	CC1(C)OC2(CC1C1(C)C=CC(=O)O1)CC1(O)C(CCC34CC13C(=O)OC4c1ccoc1)O2 (stereo not drawn)
75	CCc1cc2c(c3c1CCCC3=O)CC1(C2)Cc2cc(CC)c3c(c2C1)C(=O)CCC3
76	COc1ccc(Cl)cc1NC(=O)Nc1cccc(Cl)c1C

Compound	73	74	75	76
yeast mec2-1	-17&-4	4	-10	6
cln2 rad14	-71&-32	25	5	-8
mlh1 rad18	-31&14	17	4	-3
sgs1 mgt1	-18&1	-10	-4	19
bub3	-10&25	15	11	25
yeast rad50	-29&-23	17	6	-2
